Compound activity: PubChem BioAssay, several laboratories
GASC-1 inh: inhibitors of human GASC-1 (JMJD2C) demethylase | Q9H3R0 | GST-JMJD2C(1-420) H3K9me3 demethylation, DELFIA europium | inhibition, % at 2.35 µM | 0.069% of 330,000 active;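 active = more than half of a compound's replicate wells show inhibition beyond 50%, single wells judged on their own value; inconclusive = some, but no more than half, of replicates pass 50% inhibition; inactive = no replicate passes 50% inhibition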;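 also: signal counts dimethyl H3K9 product captured on neutravidin plate; 0% = median of DMSO wells and 100% = 0.3 times that DMSO median; strong numbers were not always called active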
Target sequence (Q9H3R0 1-420 limits assumed): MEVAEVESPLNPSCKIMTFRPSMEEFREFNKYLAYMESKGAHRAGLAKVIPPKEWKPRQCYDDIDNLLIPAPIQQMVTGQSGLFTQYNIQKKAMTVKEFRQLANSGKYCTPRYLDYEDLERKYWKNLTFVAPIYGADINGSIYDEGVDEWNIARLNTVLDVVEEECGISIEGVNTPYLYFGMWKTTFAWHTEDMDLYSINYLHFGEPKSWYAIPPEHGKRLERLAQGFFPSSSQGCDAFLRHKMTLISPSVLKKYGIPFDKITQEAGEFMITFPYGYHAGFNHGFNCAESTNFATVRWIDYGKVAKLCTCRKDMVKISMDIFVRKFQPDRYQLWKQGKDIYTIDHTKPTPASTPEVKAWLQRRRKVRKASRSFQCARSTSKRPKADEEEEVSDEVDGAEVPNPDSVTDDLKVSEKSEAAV
Yeast superoxide: caloric restriction mimetics inhibiting age-related superoxide in yeast | S. cerevisiae aged cells, superoxide DHE fluorescence; stronger effect = lower value | superoxide response (% of plate mean), % at 10 µM | 0.18% of 330,000 active | AID 2690;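 active = superoxide response under a set limit, about three screen SD below normal, cut at about 65% in these data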;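 also: yeast aged for seven days with compound at 30 °C before DHE staining; 100% = average MFI of all compound-treated wells on the plate with controls excluded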
proCasp3 act: activators of human procaspase-3; 0.11% of 330,000 active; recombinant procaspase-3 D3A, Ac-DEVD-pNA absorbance 405 nm; activation, % at 8.5 µM; AID 463141;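 active = activation above the mean of all tested compounds plus 3 SD, cut at about 21% in these data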;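 also: 0% = DMSO alone and 100% = DMSO wells spiked with extra 5 µM PC-3 D3A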
Target sequence (P42574 whole entry D9A/D28A/D175A): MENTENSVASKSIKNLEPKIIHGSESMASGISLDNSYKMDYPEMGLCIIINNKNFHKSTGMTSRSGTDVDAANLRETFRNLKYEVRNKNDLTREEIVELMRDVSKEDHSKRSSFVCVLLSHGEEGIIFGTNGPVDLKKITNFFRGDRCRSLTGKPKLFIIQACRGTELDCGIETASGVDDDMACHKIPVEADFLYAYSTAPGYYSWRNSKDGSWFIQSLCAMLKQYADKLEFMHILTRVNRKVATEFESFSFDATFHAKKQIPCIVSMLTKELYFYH
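Assay system: Autoprocessing-dead procaspase-3 D3A mutant enzyme; also added: Ac-DEVD-pNA; doses: one concentration, 8.5 µM nominal, 0.8% DMSO; times: 1 h compound preincubation, 2 h substrate hydrolysis at 25 °C; technique: 405 nm absorbance of p-nitroaniline, reads at 0 and 120 min; measure: % activation between DMSO and enzyme-spiked controls; repeats: single replicate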
LAP4-GFP MLPCN: alters LAP4-GFP fluorescence in TOR pathway yeast screen. AID 2023. S. cerevisiae LAP4-GFP multiplex, flow cytometry GFP, 3 h; median GFP as percent of DMSO wells. GFP response vs DMSO, % at 10 µM. 0.34% of 320,000 active;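 active = GFP response vs DMSO above a set limit, about the screen mean plus 3 SD, cut at about 150% in these data; inconclusive = under 70 cell events counted for the yeast strain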
AHR act: human AHR activation; activation, % at 5 µM; AHR-responsive luciferase reporter cells, luminescence; P35869; AID 2796; 2.5% of 320,000 active; in the data active = activation above about 47%;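 also: 0% = vehicle wells and 100% = reference agonist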
RPL19A TOR yeast: modulators of TOR pathway RPL19A-GFP in S. cerevisiae; S. cerevisiae RPL19A-GFP strain, flow cytometry, 3 h; stronger effect = lower value; percent response vs DMSO, % at 10 µM; 0.3% of 330,000 active; AID 2025;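 active = percent response vs DMSO below 50%; inconclusive = fewer than 70 events counted for the yeast strain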;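 also: median channel GFP fluorescence of the barcoded RPL19A-GFP strain; ratio of sample median GFP to plate DMSO average so 100% = DMSO; lower means less RPL19A-GFP as with rapamycin TOR inhibition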
MEP2-GFP yeast: modulators of TOR pathway MEP2-GFP in S. cerevisiae; S. cerevisiae MEP2-GFP strain, flow cytometry GFP, 3 h; 100% = DMSO control level; GFP response vs DMSO, % at 10 µM; 0.51% of 330,000 active;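 active = GFP response versus DMSO above a set limit, roughly screen mean plus 3 SD, cut at about 180% in these data; inconclusive = fewer than 70 cells counted for a yeast strain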;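 also: median GFP fluorescence of the barcode-gated MEP2-GFP cells per well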
proCasp7 act: counter-screen for procaspase-3 activators: activators of human procaspase-7; activation, % at 8.5 µM; AID 463210; P55210; recombinant procaspase-7, Ac-DEVD-pNA absorbance 405 nm; D23A/D198A/D206A triple mutant, cannot self-cleave; scale: DMSO 0, 5 µM enzyme 100; 0.093% of 330,000 active;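 active = percent activation above the screen-wide mean plus 3 SD, cut at about 25% in these data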
Target sequence (P55210 whole entry D23A/D198A/D206A): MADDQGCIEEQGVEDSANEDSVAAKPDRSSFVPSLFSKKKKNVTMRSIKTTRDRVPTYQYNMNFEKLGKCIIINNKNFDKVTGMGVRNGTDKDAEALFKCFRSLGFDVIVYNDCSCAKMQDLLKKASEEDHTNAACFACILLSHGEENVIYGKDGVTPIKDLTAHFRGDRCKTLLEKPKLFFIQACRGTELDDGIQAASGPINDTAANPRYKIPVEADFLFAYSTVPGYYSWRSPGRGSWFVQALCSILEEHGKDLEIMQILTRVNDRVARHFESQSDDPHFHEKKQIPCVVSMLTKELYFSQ
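System: Uncleavable procaspase-7 mutant enzyme; Amount: 2 µM procaspase-7 mutant as dispensed; Schedule: 1 h compound preincubation, 2 h substrate cleavage, 25 °C; Measured by: 405 nm absorbance of p-nitroaniline; Evaluation: percent activation from buffer-corrected 0–120 min absorbance change; Control set: low DMSO alone, high DMSO plus 5 µM PC-7.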
The depositor's hits bear a star; u = inconclusive; x = not tested or not shown.

Labels used below: A = GASC-1 inh; B = Yeast superoxide; C = proCasp3 act; D = LAP4-GFP MLPCN; E = AHR act; F = RPL19A TOR yeast; G = MEP2-GFP yeast; H = proCasp7 act
1: COc1ccc(NC2c3ccccc3C(=O)N2Cc2ccccc2Cl)cc1OC (stereo not given)
  A = 72	B = 109	C = -2	D = 120	E = 6	F = 108	G = 104	H = -26

2: CC(C)(C)c1ccc(C(=O)Nc2ccc(CN3CCS(=O)(=O)CC3)cc2)cc1
  A = -4	B = 98	C = 4	D = 102	E = -1	F = 103	G = 102	H = -4

3: COc1ccc2c(CCNC(=O)c3ccc([N+](=O)[O-])cc3)c[nH]c2c1
  A = 7	B = 109	C = -6	D = 90	E = 7	F = 102	G = 105	H = -1

4: Cc1ccc(C(=O)N2N=C(c3ccccc3)CC2(O)C(F)(F)F)o1 (stereo not given)
  A = 16	B = 86	C = 4	D = 92	E = 4	F = 105	G = 98	H = 7

5: O=C(Nc1ccccc1)C1=C[C@H](c2ccc(Br)cc2)C[C@H](OCc2ccc(CO)cc2)O1
  A = 6	B = 106	C = 2	D = 119	E = 0	F = 102	G = 96	H = 0

6: Cc1c(OCC(=O)NC(Cc2ccc(Cl)cc2)C(=O)O)ccc2c1oc(=O)c1ccccc12 (stereo not given)
  A = 0	B = 77	C = 3	D = 96	E = 0	F = 96	G = u	H = -8

7: Clc1ccc(-c2cc(COc3ccc4ccccc4c3)no2)cc1
  A = 6	B = 93	C = -2	D = 98	E = -1	F = 97	G = 98	H = 8

8: CCN(CC(=O)NCc1ccc(F)cc1)C(=O)/C=C/c1ccc(S(=O)(=O)N(CC)CC)cc1
  A = -4	B = 96	C = -2	D = 102	E = 2	F = 107	G = 108	H = -2

9: Cc1ccc(-n2c(CNC(=O)c3cccs3)nnc2SCC(=O)NO)cc1
  A = -8	B = 87	C = -10	D = 105	E = 4	F = 96	G = 121	H = -3

10: Cc1ccc(S(=O)(=O)N2CCCC(C(=O)NCc3ccccc3F)C2)cc1 (stereo not given)
  A = 3	B = 105	C = 1	D = 97	E = 0	F = 105	G = 104	H = 2

11: O=C(CN1C(=O)C2C3C=CC(C3)C2C1=O)Nc1cccc2c1CCCC2 (stereo not given)
  A = -4	B = 95	C = 3	D = 114	E = 7	F = 105	G = 115	H = -5

12: O=C(CSc1nnc(C2CC2)n1-c1ccccc1)NCc1ccco1
  A = -1	B = 111	C = 0	D = 88	E = -2	F = 89	G = 91	H = 9

13: CCOC(=O)CSc1nc2c(sc(=S)n2-c2ccccc2)c(=O)n1-c1ccc(OC)cc1OC
  A = 0	B = 92	C = -11	D = 109	E = 3	F = 104	G = 100	H = -16

14: O=C(Cn1cnc2c(cnn2-c2ccccc2)c1=O)c1ccc(Cl)cc1
  A = 19	B = 114	C = -2	D = 99	E = -1	F = 99	G = 99	H = 7

15: CC1CC(=O)NN=C1c1cccs1 (stereo not given)
  A = -6	B = 92	C = -2	D = 101	E = -1	F = 104	G = 107	H = 0

16: Cc1ccc(CN2CCN(Cc3ccc(-n4cccn4)cc3C)CC2CCO)cc1 (stereo not given)
  A = 31	B = 89	C = 7	D = 100	E = 3	F = 104	G = 103	H = -1

17: CN(c1cccc(Cl)c1)S(=O)(=O)c1cccc(C(=O)NCc2ccncc2)c1
  A = x	B = 122	C = -6	D = 97	E = 0	F = 96	G = 92	H = 0

18: CN(C)CCCn1c(SCC(=O)N2c3ccccc3Sc3ccccc32)nc2ccccc2c1=O
  A = -4	B = 99	C = -3	D = 104	E = -1	F = 98	G = 94	H = 1

19: Fc1cccc(F)c1-n1c(CN2CCCCC2)csc1=S
  A = -1	B = 98	C = 0	D = 83	E = 4	F = 98	G = 94	H = 3

20: CCOc1ccc(N2C(=O)Nc3ccccc3C2(O)C(=O)NCc2ccco2)cc1 (stereo not given)
  A = -25	B = 89	C = -7	D = 104	E = 0	F = 94	G = 90	H = 3

21: Cc1ccc(C(=O)N2CCN(c3ccccc3F)CC2)cc1S(=O)(=O)N1CCOCC1
  A = 2	B = 101	C = 4	D = 91	E = -1	F = 88	G = 97	H = 3

22: Cc1cccc2cc(C(c3nnnn3Cc3ccccc3)N3CCN(C)CC3)c(=O)[nH]c12 (stereo not given)
  A = 7	B = 90	C = -6	D = 94	E = 3	F = 95	G = 91	H = 8

23: N[C@@H](CO)c1cn([C@@H](Cc2cc3ccccc3[nH]2)C(=O)N2CCNCC2)nn1
  A = -1	B = 100	C = 2	D = 95	E = -2	F = 90	G = 78	H = 3

24: Cc1ccc(Nc2nc(N)nc(CSc3nnc(-c4ccncc4)o3)n2)cc1
  A = 11	B = 103	C = -5	D = 89	E = 12	F = 98	G = 104	H = 0

25: Nc1c(Cl)ncnc1NCC(O)CO (stereo not given)
  A = x	B = 94	C = 9	D = 104	E = 1	F = 97	G = 97	H = 7

(list continues)
Labels used below: A = GASC-1 inh; B = Yeast superoxide; C = proCasp3 act; D = LAP4-GFP MLPCN; E = AHR act; F = RPL19A TOR yeast; G = MEP2-GFP yeast; H = proCasp7 act
26: CCOc1cccc(CNCc2ccc(C(=O)O)cc2)c1
  A = 2	B = 107	C = 3	D = 96	E = 1	F = 98	G = 100	H = -3

27: COc1cc(C(=O)N2CCN(Cc3ccccn3)CC2)cc(OC)c1OC
  A = 4	B = 106	C = 1	D = 94	E = 0	F = 103	G = 104	H = 5

28: S=C(CN1CCCC1=S)NCCc1ccccc1
  A = 3	B = 83	C = -2	D = 114	E = -2	F = 107	G = 103	H = -12

29: CCC(C)(C)n1nnnc1C(c1ccccc1OC)N1CCN(C(=O)c2ccco2)CC1 (stereo not given)
  A = -2	B = 84	C = -1	D = 87	E = 0	F = 100	G = 106	H = 3

30: Cn1c(=O)n(C)c2cc(S(=O)(=O)Nc3ccccc3O)ccc21
  A = 0	B = 107	C = -2	D = 100	E = -1	F = 101	G = 108	H = -4

31: COc1ccc(CCNC(=O)c2ccc(Cl)c(S(=O)(=O)N3CCCCCC3)c2)cc1
  A = 1	B = 98	C = 3	D = 104	E = -5	F = 99	G = 100	H = 1

32: COc1ccc(N2CC(C(=O)N/N=C/c3cccs3)CC2=O)cc1 (stereo not given)
  A = 2	B = 96	C = -2	D = 91	E = 7	F = 108	G = 110	H = -5

33: COc1ccc2nc(N(CCN(C)C)C(=O)c3ccc(C(=O)c4ccccc4)cc3)sc2c1
  A = -13	B = 90	C = 2	D = 112	E = 1	F = 101	G = 103	H = -2

34: CCOc1ccc(/C=C(\C(=O)O)c2ccc(S(=O)(=O)N3CCCCC3)s2)cc1OC
  A = -6	B = 101	C = 9	D = 88	E = -1	F = 100	G = 98	H = 10

35: Cc1ccc(Cl)c(OCC(=O)OC(C)C(=O)NC2CC2)c1 (stereo not given)
  A = -3	B = 99	C = 4	D = 110	E = -1	F = 94	G = 95	H = 3

36: COc1ccc(NC(=O)CN(C)C(=O)c2ccc(COc3ccccc3)cc2)cc1
  A = 1	B = 108	C = 11	D = 114	E = -1	F = 103	G = 100	H = 13

37: COc1ccccc1CC(=O)NNS(=O)(=O)c1ccc([N+](=O)[O-])cc1
  A = -2	B = 107	C = -4	D = 105	E = -1	F = 94	G = 62	H = 9

38: COc1ccc(CNC(=O)C2(CC3CC(c4ccccc4)=NO3)CCN(C(=O)C3CCCC3)CC2)cc1 (stereo not given)
  A = -1	B = 93	C = 11	D = 121	E = -1	F = 97	G = 94	H = 1

39: Cc1ccc(CNC(=O)Nc2ccc(F)cc2)n1C
  A = -1	B = 106	C = x	D = 86	E = x	F = 102	G = 94	H = x

40: Cc1ccc(NC2=NC(c3ccc(O)cc3)n3c(nc(C)cc3=O)N2)cc1 (stereo not given)
  A = -6	B = 96	C = 0	D = 96	E = 8	F = 97	G = 98	H = 14

41: O=C(Nc1cccnc1)Nc1ccc(F)c(Cl)c1
  A = 1	B = 98	C = 2	D = 92	E = 37	F = 95	G = 93	H = 1

42: O=C(O)CNS(=O)(=O)c1cccc2nsnc12
  A = -7	B = 99	C = -11	D = 103	E = 1	F = 100	G = 101	H = -5

43: CN(CCCC(=O)NCc1ccco1)S(=O)(=O)c1ccccc1
  A = -6	B = 76	C = 12	D = 98	E = -1	F = 102	G = 99	H = -4

44: COc1ccc(/C(C)=N/Nc2cc(C(F)(F)F)ccc2Cl)c(OC)c1
  A = 2	B = 88	C = -6	D = 89	E = 11	F = 105	G = 105	H = -5

45: CCCc1nc(NCc2ccccc2)c(C#N)c2c1CCCC2
  A = 6	B = 97	C = 6	D = 84	E = 1	F = 104	G = 103	H = 7

46: CN(C)c1ccc(NC(=O)CSCc2nc3c(nnn3Cc3ccc(F)cc3)c(=O)[nH]2)cc1
  A = 5	B = 85	C = -7	D = 105	E = 3	F = 97	G = 105	H = -2

47: Cc1ccc(-c2nc3cc(NS(=O)(=O)c4ccc(C)cc4)ccc3o2)cc1
  A = 30	B = 105	C = 9	D = 108	E = -2	F = 99	G = 101	H = -1

48: O=C(NC1(C(F)(F)F)NC(=O)N(c2ccc(F)c(Cl)c2)C1=O)c1ccncc1 (stereo not given)
  A = -5	B = 79	C = -6	D = 101	E = 3	F = 96	G = 101	H = 7

49: COCCN1C(=O)N(c2cccc(C)c2)C(=O)C1CC(=O)Nc1ccc(F)cc1 (stereo not given)
  A = -3	B = 95	C = 15	D = 99	E = 1	F = 101	G = 102	H = 10

50: COc1ccc(CCNC(=O)CN(C)S(=O)(=O)c2cccs2)cc1OC
  A = 0	B = 138	C = -2	D = 94	E = -2	F = 96	G = 100	H = -7

51: Cc1c(NC(=O)CN2C(=O)NC3(CCCCC3)C2=O)c(=O)n(-c2ccccc2)n1C
  A = 4	B = 82	C = 15	D = 100	E = -1	F = 98	G = 95	H = -5

52: O=c1nccc(SCc2ccc(Cl)cc2Cl)[nH]1
  A = -7	B = 94	C = 9	D = 101	E = 1	F = 105	G = 107	H = 4

53: Cc1ccc(/C=N/NC(=O)c2ccc3nc[nH]c3c2)s1
  A = -16	B = 114	C = -4	D = 99	E = 0	F = 102	G = 110	H = 6

Three records drawn at random from those above:
Labels used below: A = GASC-1 inh; B = Yeast superoxide; C = proCasp3 act; D = LAP4-GFP MLPCN; E = AHR act; F = RPL19A TOR yeast; G = MEP2-GFP yeast; H = proCasp7 act
42: O=C(O)CNS(=O)(=O)c1cccc2nsnc12
  A = -7	B = 99	C = -11	D = 103	E = 1	F = 100	G = 101	H = -5

45: CCCc1nc(NCc2ccccc2)c(C#N)c2c1CCCC2
  A = 6	B = 97	C = 6	D = 84	E = 1	F = 104	G = 103	H = 7

40: Cc1ccc(NC2=NC(c3ccc(O)cc3)n3c(nc(C)cc3=O)N2)cc1 (stereo not given)
  A = -6	B = 96	C = 0	D = 96	E = 8	F = 97	G = 98	H = 14
